Screens deposited in PubChem by National Center for Advancing Translational Sciences (NCATS).
TGFb inhibitor – qHTS for Inhibitors of TGF-b; HepG2 CAGA-GFP TGF-b/SMAD3 reporter, GFP fluorescence, 18 h; TGF-beta stimulated, 500 pg/mL final; Potency, µM (titrated, usually from 46.1 µM), for inactives: at the top dose activity, negative = inhibition, usual class: inhibitors; actives 1.2% (n = 410,000); also: % is scaled to controls: 0 for no effect and ±100 for the full control effect; nearly all actives have a fitted effect of over 65% in size
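Read-out: total well GFP (ex488/em500-530) summed from mean per-cell fluorescence. Cells: HEPG2 CAGA-GFP, 1% FBS DMEM, 18 h at 37 degrees C with 500 pg/mL final TGF-beta. Unstimulated wells served as the full-inhibition control; stimulated DMSO wells = 0%.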
Nrf2 inh – Nrf2 qHTS screen for inhibitors. A549 ARE-Fluc reporter, luciferase luminescence, 18-24 h. Potency, µM (doses to about 46 µM), inactives show at the top dose activity change, negative = inhibition, actives largely listed as inhibitors. actives 2.1% (n = 360,000). AID 504444, 2011; also: % is scaled to controls: 0 for no effect and ±100 for the full control effect; nearly all actives have a fitted effect of over 60% in size
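In this cell-based qHTS, ARE-driven firefly luciferase in A549 cells reports Nrf2 activity; the luminescent signal after BugLite lysis is the measured value, with a prior CellTiter-Fluor read for cell health.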
Nrf2 ARE act – qHTS of Nrf2 Activators; AREc32 ARE-luciferase reporter (MCF7-derived line), luminescence, 24 h; Potency, µM (series often up to 46.1 µM), for inactives: at the highest dose activation, most hits filed as activators; actives 0.31% (n = 410,000); also: % of control where 0% means no effect; nearly all actives have a fitted effect of over 65% in size
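Each well held 1000 AREc32 cells, which were incubated with compound for 24 hr at 37 deg C after overnight attachment, and ARE reporter activity was quantified by firefly luciferase luminescence.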
ATXN2 expr inh – Primary qHTS for Inhibitors of ATXN expression; actives 0.72% (n = 360,000); HEK-293 ATXN2-luciferase reporter, luminescence, 24 h; Potency, µM (titrated, usually from 57 µM), for the others: at the top dose activity change, negative = inhibition, hits mostly inhibitors; also: % is scaled to controls: 0 for no effect and ±100 for the full control effect; nearly all actives have a fitted effect of over 55% in size
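ATXN2-luciferase reporter cells (luciferase flanked by upstream and downstream ATXN2 gene portions) were treated 24 h at 37 °C with compounds at up to 57 uM. SteadyGlo luminescence gave expression; GF-AFC fluorescence gave viability.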
A549 tox – Nrf2 qHTS screen for inhibitors: counterscreen for cytotoxicity. A549 ARE-Fluc cells, CellTiter-Fluor viability, 18-24 h. Potency, µM (highest dose often 46 µM), for inactives: at the highest dose activity change, negative = cytotoxicity, most hits filed as inhibitors. actives 0.16% (n = 390,000); also: % is scaled to controls: 0 for no effect and ±100 for the full control effect
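Cytotoxicity counterscreen: CellTiter-Fluor fluorescence was measured in A549 ARE_Fluc cells after 18-24 h of compound exposure in a concentration series. The subsequent BugLite luminescent read reports ARE-luciferase activity.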
MCF10A rerep – A quantitative high throughput screen for small molecules that induce DNA re-replication in MCF 10a normal breast cells. MCF 10A DNA re-replication, Hoechst nuclear intensity, 48 h. Potency, µM (highest dose often 46.1 µM), without a hit: at the top dose activity, positive = re-replication, hits mostly activators. actives 2.9% (n = 350,000); also: % of control where 0% means no effect; nearly all actives have a fitted effect of over 50% in size
S2 tox – Viability Counterscreen for Primary qHTS for Inhibitors of ATXN expression; Potency, µM (series often up to 56.7 µM), usual class: cytotoxic; AID 651635, 2014; actives 0.49% (n = 400,000); S2 cells (HEK-293 line with an ATXN2-luciferase reporter) viability, CellTiter-Fluor protease fluorescence, 24 h; also: nearly all actives have a fitted effect of over 40% in size
EPAC2 antag – qHTS for Antagonist of cAMP-regulated guanine nucleotide exchange factor 2 (EPAC2): primary screen. Rap guanine nucleotide exchange factor 4 (Homo sapiens), Q8WZA2. EPAC2 GEF exchange of Rap1B-BODIPY-GDP, fluorescence. Potency, µM (highest dose often 114 µM), inactives show at the highest dose activity, negative = inhibition, hits mostly inhibitors. actives 0.18% (n = 360,000). AID 720708, 2013; also: % is scaled to controls: 0 for no effect and ±100 for the full control effect; nearly all actives have a fitted effect of over 45% in size; many of its hits are not listed in these tables
Target sequence (Q8WZA2 whole entry, looked up): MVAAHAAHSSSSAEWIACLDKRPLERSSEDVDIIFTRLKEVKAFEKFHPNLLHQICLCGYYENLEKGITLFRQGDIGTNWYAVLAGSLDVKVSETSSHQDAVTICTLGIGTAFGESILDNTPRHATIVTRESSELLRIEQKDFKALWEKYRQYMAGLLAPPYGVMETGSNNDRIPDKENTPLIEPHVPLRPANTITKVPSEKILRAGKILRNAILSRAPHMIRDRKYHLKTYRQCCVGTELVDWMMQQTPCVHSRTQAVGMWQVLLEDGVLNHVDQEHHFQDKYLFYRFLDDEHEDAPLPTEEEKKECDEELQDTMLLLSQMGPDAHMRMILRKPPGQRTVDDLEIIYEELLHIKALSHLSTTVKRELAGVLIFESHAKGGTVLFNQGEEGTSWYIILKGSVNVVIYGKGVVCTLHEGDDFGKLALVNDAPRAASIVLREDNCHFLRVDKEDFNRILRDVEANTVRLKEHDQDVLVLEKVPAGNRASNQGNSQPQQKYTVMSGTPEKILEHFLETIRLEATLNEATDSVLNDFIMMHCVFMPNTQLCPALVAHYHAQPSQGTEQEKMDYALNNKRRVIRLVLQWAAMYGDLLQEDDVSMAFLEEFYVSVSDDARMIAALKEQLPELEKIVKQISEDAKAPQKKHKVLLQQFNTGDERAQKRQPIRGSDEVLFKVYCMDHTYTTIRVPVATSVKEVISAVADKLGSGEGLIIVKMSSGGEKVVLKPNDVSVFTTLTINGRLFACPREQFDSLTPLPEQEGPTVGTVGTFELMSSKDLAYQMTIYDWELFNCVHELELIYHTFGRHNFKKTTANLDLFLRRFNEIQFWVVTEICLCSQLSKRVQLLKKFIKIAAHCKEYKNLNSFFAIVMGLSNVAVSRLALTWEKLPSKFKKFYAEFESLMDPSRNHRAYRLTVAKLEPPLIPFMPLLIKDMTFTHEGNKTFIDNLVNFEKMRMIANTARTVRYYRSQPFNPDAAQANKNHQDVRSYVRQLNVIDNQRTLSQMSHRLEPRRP
HepG2 tox – qHTS for Inhibitors of TGF-b: Cytotox Counterscreen | actives 0.76% (n = 410,000) | HepG2 CAGA-GFP viability, ATP luminescence, 18 h | Potency, µM (top dose mostly 46.1 µM), for the others: at the top dose activity change, negative = cytotoxicity, actives largely listed as cytotoxic; also: some results filed as inactive show a strong effect at the top dose
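HepG2 CAGA-GFP cells (1000/well, DMEM with 1% FBS) received compound, then TGF-beta at 500 pg/mL final, and were incubated 18 hours at 37 degrees C. Viability was read by CellTiter-Glo luminescence. Media-only wells were set as complete cell-killing and DMSO as no toxicity.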
Starred values were filed as active, the others as inactive; i = inactive; ? = inconclusive; · = not tested or not shown; & = joins results of further samples; [ ] = remark or other dose. Calls follow the shape of the dose curve; as a rule, active = well fitted curve in the direction sought with a large enough effect; inconclusive = small, poorly fitted or top-dose-only effect, or another doubt; inactive = no such curve, though single readings can be large; an effect the other way counts as inactive or inconclusive. Potency is read from the fitted curve at half-maximal effect. This is a subset; count on the stated rates, not on these rows.

SMILES | TGFb inhibitor | Nrf2 inh | Nrf2 ARE act | ATXN2 expr inh | A549 tox | MCF10A rerep | S2 tox | EPAC2 antag | HepG2 tox
CCOc1cc(C(=O)Nc2cc(=O)n(C)c(=O)n2C)cc(OCC)c1OCC | 12% | 1% | -0.2% | -11% | -12% | 0% | i | -3% | -29%
Cc1cnccc1CN(C)Cc1cn(C)nc1-c1ccc(Oc2ccccc2)cc1 | ? | ? | 4.0% | -31% | 1% | 28% | ? | -25% | -20%
CCOc1cccnc1Sc1ccccc1 | -23% | -6% | 0.0% | -12% | -3% | ? | i | -6% | -58%
COc1ccc(Cl)cc1C(=O)NCc1cnn(C)c1C | 0% | ? | -0.1% | -6% | -10% | 1% | i | 14% | -2%
CN(C)CCC(c1ccc(Br)cc1)c1ccccn1 (configuration not stated) | 26%&14%&-8% | 5%&-21%&1% | 11%&0.1%&0.5% | ? | -3%&-1%&-2% | ? | i | -4%&3%&8% | -30%&-6%&-11%
O=C(COC(=O)c1c2c(nc3ccccc13)/C(=C\c1cccs1)CCC2)Nc1ccccc1Cl | -43% | -9% | -0.4% | -6% | 0% | ? | i | 11% | 2%
Cc1ccc(-c2nnn(CC(=O)N(CC(=O)NC3CCCCC3)c3ccc(F)c(Cl)c3)n2)o1 | -19% | ? | 2.4% | ? | -21% | ? | i | -4% | -22%
Cc1c(NS(=O)(=O)c2ccc3[nH]c(=O)[nH]c3c2)c(=O)n(-c2ccccc2)n1C | -5% | 7% | 0.2% | -4% | 4%[1.84 µM] | -10% | i | -19% | -12%
COC(=O)c1oc2c(c1C)C(=O)CC(C)(C)C2 | 11% | ? | -0.2% | 3% | -2% | 18% | i | -9% | 4%
Cc1nc2c(-c3ccc(F)cc3)c(C)nn2c(C)c1CCC(=O)NCc1ccc(Cl)cc1 | -2% | 6% | -2.4% | -18% | -7% | · | i | · | -7%
COC(=O)c1cc(NC(=O)CN2CCN(C(C)=O)CC2)cc(C(=O)OC)c1 | 1% | 2% | -0.5% | -12% | 2% | -1% | · | 3% | 2%
Cc1cccc(CNc2ncc(-c3cccc([N+](=O)[O-])c3)n2C)c1 | -4% | -6% | 0.2% | · | 0% | 4% | i | -3% | -9%
CN1CCN(c2nc3c(c(=O)n(C)c(=O)n3C)n2Cc2cccc(Br)c2)CC1 | 4% | -19% | -0.1% | -27% | 1% | ? | i | 1% | -46%
COc1ccc(Cl)cc1C(=O)OCC(=O)N(CC(C)C)c1c(N)n(Cc2ccccc2)c(=O)[nH]c1=O | ? | ? | 3.3% | -15% | -4% | 8% | i | -5% | 4%
CC(C)(C)NC(=S)NCc1ccc2c(c1)OCO2 | -14% | -8% | 0.0% | 6% | -6% | 1% | i | -2% | 27%
Cc1ccc(-n2c(SCc3nc4ccccc4[nH]3)nnc2-c2ccncc2)cc1 | -21% | -3% | -0.7% | -19% | 3% | 3% | i | 1% | 6%
CCNC(=O)NC1(C(=O)N2CCC(Cc3ccccc3)CC2)CCCCC1 | 0% | -2% | 0.4% | -1% | 7% | -2% | i | 4% | 0%
CC1(C)[C@@H](O)CC[C@]2(C)C3C(O)C=C4[C@H]5C[C@@](C)(CO)CC[C@]5(C)CC[C@]4(C)[C@]3(C)CC[C@@H]12 (some centres not stated) | ? | 4% | 0.1% | 7% | -2% | 13µM* | i | ? | -109%
Cc1ccc(OCCC(=O)OCC(=O)Nc2ccccc2)cc1 | -7% | 6% | 0.1% | 1% | 3% | ? | i | -8% | -17%
COc1ccc(S(=O)(=O)N2CCSC2c2ccccc2)cc1 (configuration not stated) | 1% | ? | -0.5% | -14% | -9% | ? | i | -4% | -22%
CCCCN1CC(N(C)CCN(C)C)CS1(=O)=O (configuration not stated) | 3% | · | -0.5% | 3% | · | · | i | 0% | 2%
CC(C)C[C@H]1CN(CCCC[C@H]2CNC(=O)C(=O)N2Cc2ccccc2)C(=O)C(=O)N1Cc1ccccc1 | · | · | -0.2% | 10% | · | · | i | 2% | ·
COc1ccc(C2NC(=O)NC(C)=C2C(=O)OC2CCCCC2)cc1OC (configuration not stated) | 18% | -22% | -0.2% | 11% | -8% | 2% | i | -8% | -4%
COc1ccc(-n2c(C)n[nH]c2=O)cc1 | -6% | 8% | -0.8% | 4% | -5% | 7% | i | 0% | -10%
Cc1cc(-c2cccnc2)c(C#N)c(SCc2cccc(F)c2)n1 | -7% | · | 0.5% | -33% | ? | -1% | i | 16% | -27%
COc1ccc2nc(SCC(=O)Nc3nonc3C)[nH]c2c1 | -3% | 4% | -0.1% | -6% | 2% | -2% | i | 16% | -6%
Cc1ccc(CNC(=O)CCc2c(C)nc3c(c(C)nn3-c3ccccc3)c2C)cc1 | 2% | -13% | 0.5% | 6% | 6% | · | i | · | 0%
C=CCN1C=CC=C/C1=C1\SC(=S)N(C)C1=O | 10% | 4% | -0.5% | -7% | -22% | -2% | ? | 7% | 2%
CCCC(=O)Nc1ccc(C(=O)NCC(=O)OCC)cc1 | -14% | ? | -0.6% | 28% | 11% | 1% | i | 3% | 8%
Oc1ccccc1N1CCN(CC(O)COC2CCCc3ccccc32)CC1 (configuration not stated) | -2% | -4% | 3.3% | · | 3% | · | i | -7% | -8%
CCC(=O)N1CCc2cc(S(=O)(=O)NC(CC(C)C)C(=O)Nc3ccc(CC)cc3)ccc21 (configuration not stated) | 53%[activator] | ? | 2.4% | 50%[activator] | 1% | · | i | · | -39%
Cc1ccccc1NC(=O)CCS(=O)(=O)c1ccc(Br)s1 | -2% | -17% | 0.2% | -4% | 3% | -2% | i | -7% | 18%
COc1cccc(C(C(=O)NC2CCCC2)N(CCC(C)C)C(=O)CCC(=O)Nc2cc(C)on2)c1 (configuration not stated) | ? | 10% | -0.2% | -7% | -10% | -6% | ? | -8% | 6%
Cc1ccc(C)c(N2CCN(C(=O)Cn3ncc4c(=O)oc5ccc(C)cc5c43)CC2)c1 | 0% | -1% | -1.0% | · | 1% | · | · | · | 5%
Cc1nnc(SCc2ccc(F)cc2)n1NC/C=C/c1ccccc1 | 3% | ? | 0.3% | -28% | -6% | 2% | i | -2% | -1%
COc1cccc(-c2nc(CS(=O)(=O)CC(=O)NCCCN3CCN(C)CC3)c(C)o2)c1 | 4%&-7% | 5%&8% | 3.1%&-0.2% | -8% | 5%&-6% | 0% | i | -5% | -2%&-12%
COC(=O)CSc1nc(-c2cccs2)ccc1C#N | -3% | · | ? | 124%[activator] | 3% | ? | i | 0% | -2%
CCOC(=O)COc1ccc2c(c1)C(=O)CC1(CCCCC1)O2 | -9% | · | -0.1% | -3% | 2% | 3% | i | -6% | -1%
Cc1cccc(NS(=O)(=O)c2cccc(C(=O)N3CCN(C/C=C/c4ccccc4)CC3)c2)c1 | ? | ? | 6.1% | ? | -7% | 23% | i | -18% | -23%
CCN(CC(=O)NC1CCCCCC1)S(=O)(=O)c1ccccc1 | ? | 3% | -0.6% | 6% | -10% | -4% | ? | 8% | -12%

Three entries from above in a different format:
| mol | TGFb inhibitor | Nrf2 inh | Nrf2 ARE act | ATXN2 expr inh | A549 tox | MCF10A rerep | S2 tox | EPAC2 antag | HepG2 tox |
| --- | --- | --- | --- | --- | --- | --- | --- | --- | --- |
| CCCC(=O)Nc1ccc(C(=O)NCC(=O)OCC)cc1 | -14% | ? | -0.6% | 28% | 11% | 1% | i | 3% | 8% |
| COc1ccc(C2NC(=O)NC(C)=C2C(=O)OC2CCCCC2)cc1OC (configuration not stated) | 18% | -22% | -0.2% | 11% | -8% | 2% | i | -8% | -4% |
| CCCCN1CC(N(C)CCN(C)C)CS1(=O)=O (configuration not stated) | 3% | · | -0.5% | 3% | · | · | i | 0% | 2% |

Remaining list, next part
SMILES | TGFb inhibitor | Nrf2 inh | Nrf2 ARE act | ATXN2 expr inh | A549 tox | MCF10A rerep | S2 tox | EPAC2 antag | HepG2 tox
Cc1c(NC(=O)C23CC4CC(CC(C4)C2)C3)c(=O)n(-c2ccccc2)n1C | -14% | -19% | -0.5% | · | -14% | 12% | i | 9% | -7%
CSCCC(NC(=O)c1c(C)oc2c1CCCC2)C(=O)O (configuration not stated) | 0% | 0% | 0.4% | 24% | -7% | 0% | i | 6% | -1%
Cc1ccc(CNC(=O)CCS(=O)(=O)c2cc(Br)cc3c2N(C(=O)C2CC2)CC3)cc1 | ? | 0% | -0.9% | 9% | 2% | · | i | · | 3%
O=C(CCNC(=O)c1ccc([N+](=O)[O-])cc1)Nc1cccc(S(=O)(=O)N2CCOCC2)c1 | 4% | 4% | 0.2% | · | -6% | -7% | i | -13% | -1%
Cc1ccc(Cc2c(-c3ccco3)nc3ccc(Cl)cn23)cc1 | ? | · | 13µM* | ? | · | · | · | -23% | -103%
C=C(C)C1Cc2c(C)nn(-c3ccccc3)c2C1 (configuration not stated) | -2% | 4% | 0.3% | 1% | 0% | 14% | i | 8% | -12%
COc1cccc(-c2cnc(C(O)c3cc(Cl)cc(Cl)c3)[nH]2)c1 (configuration not stated) | ? | · | -0.3% | -6% | · | · | i | -24% | -45%
O=C(CCS(=O)(=O)c1ccc(Br)cc1)NCCc1ccc(Cl)cc1 | -13% | -4% | 0.1% | · | 5% | -1% | i | -12% | -16%
CCC(=O)OCn1nnc2ccccc2c1=O | 15% | 4% | -0.5% | -10% | -5% | 4% | i | 9% | -2%
COc1ccc(Nc2ccc(C(N)=O)cc2[N+](=O)[O-])cc1 | 5% | 0% | 6.5% | · | -9% | -3% | i | -12% | 1%
O=C(NCC(F)(F)F)Nc1ccccn1 | 23% | 17% | 0.3% | 3% | -3% | -2% | i | -5% | -1%
Cn1c(SCc2ccccc2)nnc1-c1ccc(O)cc1 | 18% | ? | 2.6% | 27% | 1% | ? | i | 2% | -2%
O=C(COC(=O)c1cccnc1Cl)c1ccc(Cl)s1 | 1% | 3% | -0.4% | 5% | 2% | 6% | i | -20% | -4%
C#CCOCCOCCOCCNc1nc(N2CCN(C(=O)[C@H](CCCCN)n3cc([C@@H](N)CO)nn3)CC2)nc(N2CCN(C(=O)[C@H](Cc3ccc(O)cc3)n3cc([C@@H](N)CC(C)C)nn3)CC2)n1 | ? | -1% | -0.8% | 2% | -4% | 2% | i | 21% | -8%
